# Screening results deposited in PubChem BioAssay by NMMLSC.
# AGP1-GFP MLPCN – alters AGP1-GFP fluorescence in TOR pathway yeast screen; S. cerevisiae AGP1-GFP multiplex flow cytometry, 3 h; GFP as percent of DMSO wells; GFP response vs DMSO, % at 10 µM; hit rate 0.02% among 320,000; AID 2066;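 active = GFP response relative to DMSO above a set limit, near screen average plus 3 SD, cut at about 150% in these data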;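 also: median GFP channel fluorescence of the gated AGP1 strain per well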
# LAP4 TOR yeast – modulators of TOR pathway LAP4-GFP in S. cerevisiae | S. cerevisiae LAP4-GFP multiplex, flow cytometry GFP, 3 h; median GFP as percent of DMSO wells | GFP response vs DMSO, % at 10 µM | hit rate 0.34% among 320,000 | AID 2023;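 active = GFP response vs DMSO above a set limit, about the screen mean plus 3 SD, cut at about 150% in these data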
# Yeast superoxide – yeast age-related superoxide inhibition as caloric restriction mimetic; S. cerevisiae aged cells, superoxide DHE fluorescence; active compounds read low; superoxide response (% of plate mean), % at 10 µM; hit rate 0.18% among 330,000;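 active = superoxide response under a set limit, about three screen SD below normal, cut at about 65% in these data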;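 also: yeast aged for seven days with compound at 30 °C before DHE staining; 100% = average MFI of all compound-treated wells on the plate with controls excluded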
# VLA-4 inh – inhibition in a human VLA-4 binding assay; P13612; VLA-4 expressing cells, ligand binding flow cytometry; inhibition, % (about 7 µM as worked out from the volumes in the protocol); hit rate 0.2% among 330,000; AID 2557; in the data active = inhibition above about 50%
# Target sequence (P13612 whole entry, looked up): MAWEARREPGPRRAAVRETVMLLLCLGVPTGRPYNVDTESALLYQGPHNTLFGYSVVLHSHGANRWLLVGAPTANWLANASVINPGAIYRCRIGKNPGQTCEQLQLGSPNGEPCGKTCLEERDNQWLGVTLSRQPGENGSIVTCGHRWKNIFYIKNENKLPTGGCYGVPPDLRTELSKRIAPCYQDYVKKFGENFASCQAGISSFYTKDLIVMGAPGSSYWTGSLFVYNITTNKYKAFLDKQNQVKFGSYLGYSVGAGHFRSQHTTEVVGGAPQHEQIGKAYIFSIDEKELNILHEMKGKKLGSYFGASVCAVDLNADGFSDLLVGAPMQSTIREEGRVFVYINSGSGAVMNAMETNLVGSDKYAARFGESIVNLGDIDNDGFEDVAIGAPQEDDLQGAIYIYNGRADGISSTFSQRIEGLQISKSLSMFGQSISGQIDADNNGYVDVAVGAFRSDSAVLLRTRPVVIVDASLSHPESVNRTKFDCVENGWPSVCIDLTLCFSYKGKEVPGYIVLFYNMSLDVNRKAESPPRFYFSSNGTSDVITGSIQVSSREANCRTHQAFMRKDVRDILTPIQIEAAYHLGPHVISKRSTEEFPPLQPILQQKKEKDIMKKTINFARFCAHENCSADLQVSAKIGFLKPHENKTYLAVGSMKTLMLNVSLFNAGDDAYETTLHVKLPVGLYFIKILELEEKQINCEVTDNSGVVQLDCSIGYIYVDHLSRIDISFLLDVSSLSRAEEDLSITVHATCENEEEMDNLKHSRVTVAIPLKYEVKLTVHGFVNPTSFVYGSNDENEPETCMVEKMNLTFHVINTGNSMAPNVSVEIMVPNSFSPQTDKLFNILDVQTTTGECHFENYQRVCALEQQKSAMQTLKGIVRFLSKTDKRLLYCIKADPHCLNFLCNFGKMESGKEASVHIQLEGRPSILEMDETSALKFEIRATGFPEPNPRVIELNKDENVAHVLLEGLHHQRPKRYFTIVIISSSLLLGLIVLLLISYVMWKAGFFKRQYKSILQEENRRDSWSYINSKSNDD
# GRK2 inh – blocks RNA aptamer binding to human GRK2 | bead flow cytometry, FAM-aptamer displacement from GRK2 | inhibition of aptamer binding, % at 10 µM | hit rate 0.59% among 330,000;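 active = inhibition of aptamer binding above 40%, roughly 3 SD of noise, on plates passing a quality check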;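 also: median bead fluorescence of bound FAM aptamer so fluorescent compounds give negative values; no value below 0 was filed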
# CIT2-GFP yeast – alters CIT2-GFP fluorescence in TOR pathway yeast screen | S. cerevisiae CIT2-GFP strain, flow cytometry, 3 h; 100 means same as DMSO wells | GFP response vs DMSO, % at 10 µM | hit rate 0.065% among 320,000;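 active = GFP response relative to DMSO above a set limit, near the screen mean plus 3 SD, cut at about 150% in these data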;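 also: ratio of well median GFP fluorescence to mean of DMSO wells on the plate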
# RPL19A TOR yeast – modulators of TOR pathway RPL19A-GFP in S. cerevisiae | hit rate 0.3% among 330,000 | S. cerevisiae RPL19A-GFP strain, flow cytometry, 3 h; active compounds read low | percent response vs DMSO, % at 10 µM;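 active = percent response vs DMSO below 50%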;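 also: median channel GFP fluorescence of the barcoded RPL19A-GFP strain; ratio of sample median GFP to plate DMSO average so 100% = DMSO; lower means less RPL19A-GFP as with rapamycin TOR inhibition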
# MEP2-GFP yeast – alters MEP2-GFP fluorescence in TOR pathway yeast screen | hit rate 0.51% among 330,000 | GFP response vs DMSO, % at 10 µM | AID 2016 | S. cerevisiae MEP2-GFP strain, flow cytometry GFP, 3 h; 100% = DMSO control level;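 active = GFP response versus DMSO above a set limit, roughly screen mean plus 3 SD, cut at about 180% in these data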;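 also: median GFP fluorescence of the barcode-gated MEP2-GFP cells per well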
# The depositor's hits bear a star; · = no result given. Random draw from the library, and some 1.7% of all compounds hit somewhere here.
# Results follow in this order: VLA-4 inh, LAP4 TOR yeast, GRK2 inh, MEP2-GFP yeast, RPL19A TOR yeast, Yeast superoxide, AGP1-GFP MLPCN, CIT2-GFP yeast
- O=S(=O)(c1cccc(S(=O)(=O)N2CCCC2)c1)N1CCCCC1
→ -2, 99, 2, 105, 105, 106, 106, 106
- COc1ccc(C(=O)Nc2ccccc2Cc2ccccc2)c(OC)c1
→ -2, 117, 0, 151, 107, 101, 109, 87
- Cc1ccc(CNC(=O)CCCCCNC(=O)N2CCn3c2nc2ccccc23)cc1
→ 3, 92, 0, 97, 95, 93, 98, 106
- N/C(CC(=O)NCCOc1ccccc1)=N\O
→ -3, 96, 1, 109, 102, 101, 98, 102
- COc1ccc(/C(C)=N/NC(=O)C2CC2)cc1
→ 14, 101, 2, 114, 96, 93, 99, 105
- C[n+]1c2n(c3ccccc31)N=C(c1ccc(-c3ccccc3)cc1)CS2
→ -7, 120, 0, 122, 98, 111, 27, 122
- COc1ccc(/C=C/c2nc(N)nc(-c3ccccc3O)n2)cc1
→ 10, 95, ·, 101, 98, 97, 89, 91
- O=C(CS(=O)(=O)c1ccc(F)cc1)N1CCN(c2ccccc2)CC1
→ -2, 102, 0, 104, 100, 93, 100, 109
- Cc1ccccc1/C=N/Nc1nc2ccccc2[nH]1
→ 19, 110, 0, 98, 97, 104, 108, 99
- CCOC(=O)NC(=O)c1cn(CCNCCO)c(=O)[nH]c1=O
→ 16, 103, 0, 102, 107, 117, 97, 97
- Cc1cccc(NC(=S)N2CCN(S(C)(=O)=O)CC2)c1
→ 3, 92, 27, 104, 121, 107, 108, 109
- O=S(=O)(c1ccccc1)N1CCN(CC(O)COc2ccc3c(c2)CCC3)CC1 (stereo unspecified)
→ 12, 108, 1, 109, 103, 92, 103, 108
- C(=N\Nc1nc2ccccc2[nH]1)/c1ccncc1
→ 9, 100, 0, 97, 96, 98, 96, 94
- Cc1cc(NC(=O)CSc2nc3sc(C)c(C)c3c(=O)n2C2CCCC2)no1
→ -3, 99, 0, 95, 95, 96, 93, 96
- COc1ccc(CCNC(=O)c2ccco2)cc1
→ 21, 103, 0, 105, 104, 95, 99, 106
- CCOc1cc(S(=O)(=O)N2CCN=C2Cc2ccccc2)ccc1F
→ -5, 78, 44*, 101, 107, 114, 93, 105
- COCCNS(=O)(=O)c1ccc2c(c1)n(C)c(=O)n2C
→ -10, 94, 2, 96, 96, 124, 95, 94
- FC(F)(F)c1ccccc1CNCc1ccncc1
→ 4, 86, ·, 102, 100, 96, 92, 103
- Cc1ccc(NC(=O)CSc2nc(NS(=O)(=O)c3ccc(C)cc3)cc(=O)[nH]2)cc1
→ 6, 99, 0, 94, 96, 92, 102, 93
- Cc1ccc(-c2nnc(SCC(=O)Nc3cccc(C(=O)N4CCOCC4)c3)n2C)cc1
→ 14, 99, 0, 104, 94, 103, 98, 101
- COc1cccc(CSc2nnc(-c3ccncc3)n2N)c1
→ -1, 96, 3, 106, 101, 91, 96, 96
- O=C(NCCc1ccccc1)C(=O)NCC1OCCN1S(=O)(=O)c1ccc(Br)cc1 (stereo unspecified)
→ 9, 99, 0, 116, 98, 79, 106, 107
- COc1ccc(OC)c(CCNC(=O)c2nn(C)c3c2CS(=O)(=O)c2ccccc2-3)c1
→ -18, 101, 1, 105, 98, 98, 103, 103
- COc1cc2[nH]c(=O)c(C(=O)NCc3ccccc3Cl)c(O)c2cc1OC
→ 11, 101, 0, 103, 106, 105, 109, 105
- COc1ccc(CC(=O)NCC2CCCN(Cc3ccc(OC)cc3F)C2)cc1 (stereo unspecified)
→ -1, 75, 0, 92, 93, 84, 89, 87
- COCCn1c(N)c(Sc2ccc([N+](=O)[O-])cc2)c(=O)[nH]c1=O
→ 15, 111, 0, 101, 103, 93, 106, 102
- CC1CCN(C(C(=O)NC2CCCCC2)c2cc3c(cc2[N+](=O)[O-])OCO3)CC1 (stereo unspecified)
→ 3, 95, 0, 101, 103, 108, 97, 99
- CN(Cc1nc(-c2ccc(Cl)cc2)no1)C(=O)CCN1C(=O)[C@H]2CC=CC[C@H]2C1=O
→ 18, 89, 1, 98, 97, 101, 98, 92
- Nc1ccccc1-c1nnc(SCc2ccccc2F)[nH]c1=O
→ 3, 103, 4, 106, 97, 122, ·, 103
- Cn1c(=O)c2c(ncn2CC(=O)NCc2cccnc2)n(C)c1=O
→ 11, 96, 4, 99, 98, 97, 101, 99
- CCN(C[C@H]1N[C@@](C)(C(=O)OC)[C@H]2C(=O)N(Cc3ccccc3)C(=O)[C@@H]12)C(=O)c1ccc(C)cc1
→ 35, 109, 0, 101, 104, 87, 105, 90
- CC1(NC(=O)c2ccccc2)CCN(CCCc2ccccc2)C1=O (stereo unspecified)
→ 17, 101, 2, 96, 94, 93, 102, 100
- COc1ccc(CP(=O)(c2ccccc2)c2ccccc2)cc1
→ 13, 99, 2, 109, 103, 96, 98, 107
- O=c1c2sc3nc(N4CCOCC4)c4c(c3c2nnn1Cc1ccccc1)CCCC4
→ 11, 98, 0, 101, 95, 118, 95, 99
- CN(C)CCCNc1oc(-c2ccccc2Cl)nc1S(=O)(=O)c1ccc(F)cc1
→ 2, 101, 0, 94, 98, 100, 103, 102
- O=C(c1ccc(F)cc1)c1ccc(-c2ccc(F)cc2)nc1
→ 21, 98, 0, 103, 100, 123, 97, 96
- CC(C(=O)N1CCOCCOCCOCCOCCOCC1)N1C(=O)c2ccccc2C1=O (stereo unspecified)
→ 7, 97, 0, 106, 97, 102, 100, 101
- COc1ccc(NC(=O)CCC2COc3ccccc3O2)c(OC)c1 (stereo unspecified)
→ 4, 93, 1, 101, 95, 105, 92, 93
- CCOc1cc(Br)c(C(=O)O)cc1OCC
→ 2, 89, 4, 108, 94, 100, 97, 108
- COc1ccc(C(=O)NC2CCN(S(=O)(=O)c3ccc(C)cc3)CC2)cc1
→ -1, 103, 0, 102, 101, 102, 102, 95
- Cc1ccc(S(=O)(=O)N2CCN(C3CC4CCC3C4)CC2)cc1 (stereo unspecified)
→ -2, 102, 0, 116, 97, 105, 94, 106
- CCOC(=O)C1CCCN(C(=O)c2ccc(NC(=O)CC3SC(N4CCCC4)=NC3=O)cc2)C1 (stereo unspecified)
→ 2, 103, 1, 101, 103, 103, 107, 109
- O=c1cc(-c2ccccc2)nc(Sc2ccc([N+](=O)[O-])cc2[N+](=O)[O-])[nH]1
→ -6, 100, 0, 104, 99, 90, 100, 102
- NS(=O)(=O)c1ccc(CNC(=S)NC(=O)c2ccco2)cc1
→ -3, 96, 0, 103, 106, 91, 103, 105
- O=C(CCCc1nc2ccccc2s1)Nc1ccccc1
→ 33, 97, 1, 102, 95, 95, 91, 96
- CCOc1ccccc1NC(=O)CCS(=O)(=O)c1cccc2nonc12
→ 0, 104, 2, 107, 102, 105, 105, 103
- CCOC(=O)C1(Cc2cccc(Cl)c2)CCCN(C(=O)c2ccoc2C)C1 (stereo unspecified)
→ -23, 83, 0, 105, 123, 112, 99, 100
- Cc1cc(C(=O)N(C)CC2CCCN(CCc3ccc(F)cc3)C2)c(C)o1 (stereo unspecified)
→ -1, 95, 0, 102, 103, 94, 101, 107
- O=C(COC(=O)C1CCC1)NCc1ccccc1Cl
→ -2, 94, 2, 86, 97, 100, 98, 88
- COc1ccc(-c2c(C)nn3c(-c4ccccc4)cc(C)nc23)cc1
→ 25, 67, 0, 80, 89, 85, 86, 87
- CCCCCCCCc1c(O)nc(-n2[nH]c(C)c(CCO)c2=O)[nH]c1=O
→ -3, 100, 0, 99, 94, 102, 99, 96
- Cc1onc(-c2c(Cl)cccc2Cl)c1C(=O)N1CCc2ccccc2C1
→ 10, 120, 0, 97, 98, 102, 105, 99
- C#CCOCCOCCOCCNc1nc(N2CCN(C(=O)[C@H]([C@@H](C)CC)n3cc(CCCCN)nn3)CC2)nc(N2CCN(C(=O)[C@H](CCCCN)n3cc(CCC(=O)O)nn3)CC2)n1
→ 8, 101, 0, 112, 97, 101, 102, 99
- CN1CCN(C2=CC(=O)OC23CCCCC3)CC1
→ 13, 93, 0, 94, 99, 113, 99, 86
- COC(=O)c1c(C)[nH]c(C)c1-c1ccccc1
→ -55, 119, 1, 121, 103, 104, ·, 120
- O=C(NC(=S)Nc1cccc2c(O)cccc12)c1cccc(Br)c1
→ 11, 99, 3, 110, 103, 98, 95, 91
- CC(C)N(Cc1ccccc1)C(=O)c1ccc2nsnc2c1
→ 15, 103, 2, 89, 96, 104, 103, 108
- COC(=O)[C@H](C)NC(=O)Nc1cccc(C(F)(F)F)c1
→ -1, 90, 2, 93, 86, 92, 87, 92
- COc1cc([N+](=O)[O-])ccc1-c1ccc(/C=N/NC(=O)OC(C)(C)C)o1
→ 8, 105, 0, 101, 106, 107, 108, 101
- CCOc1ccccc1N1CC(C(=O)Nc2ccccc2CC)CC1=O (stereo unspecified)
→ 5, 103, 1, 103, 103, 105, 105, 105

# Going on with the list.
# Results follow in this order: VLA-4 inh, LAP4 TOR yeast, GRK2 inh, MEP2-GFP yeast, RPL19A TOR yeast, Yeast superoxide, AGP1-GFP MLPCN, CIT2-GFP yeast
- N#Cc1ccc(Oc2ccc(S(=O)(=O)N3CCCCC3)cn2)cc1
→ 3, 94, 0, 95, 98, 100, 95, 86
- CCn1nc(C)c(NC(=O)/C=C/c2cnn(C)c2C)c1C
→ -13, 107, 1, 104, 106, 102, 110, 107
- CCOC(=O)N1CCN(C(=O)Cc2ccc(-n3c(=O)[nH]c4ccccc4c3=O)cc2)CC1
→ 14, 106, 0, 107, 103, 104, 108, 104
- CN(CCOC(=O)c1cccc(F)c1)Cc1ccccc1
→ 2, 101, 1, 120, 98, 83, 98, 102
- CNC(=O)C(=O)NCC1OCCCN1S(=O)(=O)c1ccc2c(c1)OCCO2 (stereo unspecified)
→ 3, 106, 0, 114, 106, 95, 102, 107
- COc1ccc(-c2nc3ccccc3nc2-c2ccc(OC)c(OC)c2)cc1OC
→ 2, 98, 2, 112, 104, 105, 101, 102
- C=C(C)CNC(=S)Nc1cccc2cnccc12
→ 0, 97, 0, 99, 102, 89, 97, 89
- CC(C)C(NC(=O)c1ccccc1)C(=O)OCC(=O)N1CCN(c2ccccc2)CC1 (stereo unspecified)
→ 11, 106, 1, 103, 101, 84, 100, 100
